Screens deposited in PubChem by several laboratories.
Vif imaging: blocks HIV Vif function; HEK293T cells, Vif self-association by quenched fluorescence, imaging, 24 h; inhibition, % at 7.49 µM; actives 0.35% (n = 340,000); in the data active = inhibition above about 50%, passing the limit was not always enough; inconclusive = no clear call, values can overlap the other calls; inactive = below about 31%; also: some results filed as inactive read as strong as hits
NR2E3 ag-1: agonists of human nuclear receptor NR2E3; Q9Y5X4; GST-NR2E3/biotin-RetCOR TR-FRET, 1536-well; inhibition of corepressor binding, % at 4.78 µM; actives 0.12% (n = 320,000); AID 2300;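 active = percent inhibition above the cutoff of mean plus 3 SD of all tested compounds, set per screening campaign, cut at about 20% in these data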;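 also: 0% = DMSO wells and 100% = biotin wells as full block of FRET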
Target sequence (Q9Y5X4 whole entry, looked up): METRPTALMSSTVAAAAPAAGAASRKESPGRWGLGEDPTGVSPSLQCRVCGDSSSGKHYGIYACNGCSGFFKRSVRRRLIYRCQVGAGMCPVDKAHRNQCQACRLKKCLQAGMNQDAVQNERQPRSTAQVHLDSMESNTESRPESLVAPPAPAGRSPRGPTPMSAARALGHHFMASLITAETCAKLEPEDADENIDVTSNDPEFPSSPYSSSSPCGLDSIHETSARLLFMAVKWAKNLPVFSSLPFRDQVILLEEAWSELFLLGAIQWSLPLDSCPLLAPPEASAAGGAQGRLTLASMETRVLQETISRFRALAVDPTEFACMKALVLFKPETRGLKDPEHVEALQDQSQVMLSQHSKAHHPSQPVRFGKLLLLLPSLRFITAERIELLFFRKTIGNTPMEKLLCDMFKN
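system = GST-tagged NR2E3 plus biotinylated RetCOR corepressor | input = 1.35 nM GST-NR2E3 | also added = 7 nM biotin-RetCOR | schedule = 5 h incubation at 4 °C | measured by = TR-FRET with europium anti-GST and streptavidin-D2, 340 nm excitation | read-out = percent loss of FRET ratio relative to control wells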
TRPM1 prom inh: MITF TRPM1 promoter inhibition in SK-MEL-5 cells | actives 0.83% (n = 330,000) | AID 488899 | inhibition, % at 12.5 µM | SK-MEL-5 TRPM1 promoter luciferase, 24 h;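 active = mean inhibition across replicates of 60% or more, whatever share of single replicates reaches that level; inconclusive = some that reach 60%, reason not given; inactive = mean inhibition across replicates below 60%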; also: values of inactives mirror those of a sister screen read the other way
HIF-2a inh: blocks HIF-2a reporter activity. 786-0 RCC cells HIF-2a reporter, luciferase luminescence, overnight. inhibition, % at 18.8 µM. actives 0.72% (n = 360,000);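 active = inhibition of the luminescence signal of 40% or more relative to plate controls, in a single-dose primary screen at 18.75 µM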
NR2E3 ag-2: human photoreceptor-specific nuclear receptor agonism; Q9Y5X4; CHO-S Gal4-NCOR/VP16-NR2E3 two-hybrid, luciferase; inhibition of corepressor binding, % at 3.98 µM; actives 0.35% (n = 360,000); AID 602229;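 active = inhibition above the mean of all tested compounds plus 3 SD, cut at about 70% in these data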;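 also: 0% = DMSO with NR2E3 transfected cells and 100% = cells lacking NR2E3 construct; higher means lower luciferase signal from less NR2E3 corepressor binding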
Peg3 prom inh: Peg3 promoter activity inhibition; HeLa PEG-Prom luciferase reporter, luminescence, overnight; inhibition, % at 20 µM; actives 1.7% (n = 360,000); AID 588405;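 active = inhibition of at least 50% at 20 µM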
Granule exo inh: lytic granule exocytosis inhibition | AID 651702 | TALL-104 LAMP-1 surface exposure, flow cytometry; cells stimulated with thapsigargin and PMA | inhibition, % at 10 µM | actives 0.66% (n = 360,000);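 active = inhibition above about 55%, limit read from the data; inconclusive = no clear call, values can overlap the other calls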
hiPSC survival: increases survival of single human iPS cells; hiPSC single-cell survival, ATPlite luminescence; 100% = ROCK inhibitor wells, 0% = DMSO; survival enhancement, % at 20 µM; actives 0.044% (n = 360,000); in the data active = survival enhancement above about 18%;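 also: cells exposed to compounds for 16 hours before the ATP read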
PDI turbidity: PDI (human) enzyme inhibition; P07237; actives 0.052% (n = 350,000); PDI insulin aggregation turbidity, A650, 90 min; inhibition, % at 10 µM;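 active = mean inhibition across replicates of 30% or more, whatever share of single replicates reach that level; inconclusive = mean inhibition below 30% while every single replicate reaches 30%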;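 also: absorbance from insulin aggregation driven by PDI reduction with DTT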
Target sequence (P07237 whole entry, looked up): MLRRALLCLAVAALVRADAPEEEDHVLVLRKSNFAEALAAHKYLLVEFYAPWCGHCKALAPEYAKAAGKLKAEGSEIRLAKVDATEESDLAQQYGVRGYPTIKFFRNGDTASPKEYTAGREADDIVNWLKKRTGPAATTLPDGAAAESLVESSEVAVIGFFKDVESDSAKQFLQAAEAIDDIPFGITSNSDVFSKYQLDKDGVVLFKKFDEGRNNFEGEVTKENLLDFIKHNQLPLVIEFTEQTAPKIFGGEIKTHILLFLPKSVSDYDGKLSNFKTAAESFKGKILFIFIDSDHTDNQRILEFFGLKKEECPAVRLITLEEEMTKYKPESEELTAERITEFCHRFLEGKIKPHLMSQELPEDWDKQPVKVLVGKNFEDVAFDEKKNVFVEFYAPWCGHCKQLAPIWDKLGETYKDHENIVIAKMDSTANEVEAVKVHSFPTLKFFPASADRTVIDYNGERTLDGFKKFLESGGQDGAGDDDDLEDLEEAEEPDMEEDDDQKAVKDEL
aDG glyco act: increases alpha dystroglycan glycosylation. actives 0.22% (n = 360,000). Pro5-aDG cells, alpha-DG glycosylation AlphaScreen (IIH6); 0% Pro5, 100% B10-LARGE cell signal. activation, % at 10 µM. AID 624168;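 active = activation of at least 8% versus controls, or a plate z-score of at least 8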;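 also: Pro5 are CHO cells carrying HIG-tagged alpha-DG that lacks glycosylation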
CaV13 ICDI inh: Primary screen for inhibitors of IQ motif and Ca2+-dependent inactivation inhibitor domain binding in CACNA1D, Förster resonance energy transfer in living cells, …. HEK cells, CFP/YFP FRET ICDI-IQ, plate reader, 10 min; percent FRET-ratio fall versus neutral wells. AID 743397. actives 0.098% (n = 340,000). inhibition, % at 12.3 µM;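 active = mean replicate inhibition of at least 30% and at least 1% of replicates passing that level; inconclusive = only one of the two criteria is met; inactive = neither criterion is met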;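 also: 0% = median of the neutral control wells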
* hit, by the source's call; ? = inconclusive; nt = no result given. Hits appear at their usual frequency; 3.5% or so of the library scored in one or more.

SMILES	Vif imaging	NR2E3 ag-1	TRPM1 prom inh	HIF-2a inh	NR2E3 ag-2	Peg3 prom inh	Granule exo inh	hiPSC survival	PDI turbidity	aDG glyco act	CaV13 ICDI inh
COc1ccc(-c2oc3ccc(N4CCOCC4)cc3c2C#CCO)cc1	-4.4	1.3	45.1	-17.9	-7.1	82.9*	-1.9	1.6	-5.7	-0.2	-8.3
CCOc1ccc(CCNC(=O)c2cccs2)cc1OCC	-4.5	0.1	-1.2	23.2	8.9	-0.6	-1.5	-0.5	0.6	0.0	-5.1
CCOC(=O)C(CC)/C(C)=N/NC(=O)c1ccccc1[N+](=O)[O-] (configuration not stated)	-3.3	-0.3	13.0	4.5	-8.9	-6.3	-0.8	-0.7	0.4	-0.1	nt
Cc1oc(-c2ccc(Cl)cc2)nc1CN1CCC(C(=O)N2CCc3ccccc3C2)CC1	-2.5	0.0	22.4	-32.4	8.2	79.4*	30.8	1.6	nt	0.8	nt
O=C(c1ccco1)N(Cc1ccco1)Cc1cc2ccccc2[nH]c1=O	-3.5	2.5	2.1	5.2	-26.0	10.3	-4.6	-0.8	-0.5	0.0	-2.3
CCN(CC(=O)Nc1ccc(NC(C)=O)cc1)C(=O)c1ccccc1CCc1ccccc1	24.6	0.6	-2.2	23.4	14.5	15.5	1.5	-0.3	-4.8	0.2	-1.0
Cc1ccc(-n2c(-c3ccccc3)c[n+]3c2CCC3)cc1	-6.4	3.1	26.4	9.4	-14.6	-17.3	3.7	-0.4	-3.0	-0.1	0.9
Cc1ccc(C2CC(c3ccccc3Cl)n3nc(N)nc3N2)cc1 (configuration not stated)	-5.0	2.8	1.9	9.6	-21.3	1.5	1.2	-1.3	nt	0.1	-10.0
COc1ccccc1NC(=O)Nc1ccnn1Cc1cccs1	-2.7	-2.4	21.8	2.8	-0.6	9.9	-1.5	-1.6	11.4	0.0	-4.4
CCN1CCN(C(=O)c2ccc(Cn3c(=O)[nH]c4cc(OC)c(OC)cc4c3=O)cc2)CC1	18.2	2.1	0.7	4.7	1.7	13.0	-1.8	-1.8	-4.9	-0.2	-4.6
Cc1cc(C)c(C(=O)COC(=O)c2cc([N+](=O)[O-])ccc2NCCO)cc1C	4.4	-0.6	-11.0	13.4	-24.4	11.4	-1.7	-2.1	-4.9	0.7	-3.4
O=C(Nc1ccc2c(c1)OCO2)c1cc(C2CCCCN2C(=O)CCc2ccccc2)on1 (configuration not stated)	-3.4	nt	nt	-4.9	-9.7	-0.9	-5.0	6.5	-7.0	0.0	-6.2
CCn1cc(C(=O)N2CCN(Cc3ccc4c(c3)OCO4)CC2)c2cc(OC)c(OC)cc2c1=O	-8.0	1.3	0.9	12.1	-25.0	8.5	2.5	-4.2	6.6	0.2	-5.0
CC(C)CN1CCN(Cc2cccc3nccnc23)CC1CCO (configuration not stated)	-0.6	-0.7	3.6	13.8	13.8	11.5	-1.9	2.7	10.0	0.5	12.8
O=C(CN1CCSC1=O)N1CCN(S(=O)(=O)c2ccc(F)cc2)CC1	-6.8	nt	-8.9	3.8	-9.8	5.7	-2.5	-0.4	4.1	-0.1	-10.3
CC[C@]12c3[nH]c4cc(-c5ccco5)ccc4c3CCN1C(=O)[C@@H](CC(=O)NCc1ccco1)C[C@@H]2C(=O)N1CCN(C(=O)c2ccco2)CC1	-1.6	nt	14.5	-7.3	-41.5	5.4	-0.1	-0.4	?	0.1	-6.0
Cc1ccccc1NC(=O)c1ccc(Cl)c(NC(=O)c2ccncc2)c1	-5.1	2.2	2.4	5.8	-1.5	2.2	-8.0	-1.4	3.9	-0.2	-2.1
O=C(NCCCN1CCOCC1)c1ccc2c(c1)N(Cc1c(F)cccc1Cl)C(=O)c1ccccc1S2	1.4	-0.1	29.2	11.5	-15.8	-3.9	2.2	0.6	5.2	0.6	-7.3
CCC(=O)NC(Cc1ccccc1)c1ccc2c(c1)OCCCO2 (configuration not stated)	7.6	-0.4	-11.4	-50.3	-26.9	-29.3	6.7	-2.1	0.3	0.0	-2.8
CCn1c(=O)c(-[n+]2ccccc2)c(O)c2ccccc21	-0.5	-1.0	-8.4	12.9	-17.8	18.1	1.4	-1.3	25.4	-0.2	-5.3
O=c1[nH]c2cc3c(cc2cc1CN(CCc1ccccc1)Cc1nnnn1CC1CCCO1)OCO3 (configuration not stated)	nt	6.2	5.4	-8.1	-25.7	17.0	-1.4	-0.3	-4.3	-0.1	-8.5
C[N+](C)(C)CC(O)CC(=O)O (configuration not stated)	116.1*	1.1	-1.0	10.2	11.3	-4.0	5.3	0.1	2.9	-0.2	-4.2
CCc1ccc2[nH]c(=O)c(CN(CCN3CCOCC3)C(=O)Nc3ccccc3F)cc2c1	-2.3	0.4	-19.7	-42.0	-30.8	-24.8	-5.4	-2.0	4.2	-0.6	-2.8
CCN(CC(=O)NC(C)C)C(=O)C(CCSC)NC(=O)c1cccc(C)c1 (configuration not stated)	7.9	3.0	3.8	3.7	5.0	-4.1	1.1	-3.1	-4.8	0.4	-3.7
CCCC(=O)C1=C(O)C(C(=O)OC)C(C)(C)CC1=Nc1cccc2ccccc12 (configuration not stated)	0.3	1.6	12.5	19.5	11.2	22.1	-2.2	2.5	11.4	0.3	nt
CN(C)S(=O)(=O)c1cccc(NC(=O)/C=C/c2ccccc2[N+](=O)[O-])c1	-3.1	2.7	3.0	-114.0	-8.9	-46.1	0.7	-2.0	-0.6	-0.9	2.2
CCOC(=O)c1c(C)[nH]c(C)c1S(=O)(=O)NCCCc1ccco1	-0.2	0.4	-4.9	12.6	-2.5	-7.0	-0.9	-0.3	1.9	-0.5	-2.9
CCCc1cc(=O)[nH]c(SCC(=O)N(CC(C)C)C2CCS(=O)(=O)C2)n1 (configuration not stated)	4.0	1.1	4.0	-5.1	-7.7	10.9	-0.5	-1.4	2.0	0.1	-4.7
O=S1(=O)c2ccc(Br)cc2N2CC[C@H](C2)N1Cc1ccc(Cl)cc1	6.8	nt	26.5	1.4	-14.0	15.4	1.0	-1.2	1.8	1.3	-9.1
Cc1cccc(N2CCN(C(=O)Cc3ccc(Br)cc3)CC2)c1C	1.9	3.4	-33.9	-180.3	-27.2	-78.7	7.9	2.3	-3.8	-0.1	nt

Printed as active in Peg3 prom inh, of those listed so far:
| molecule | Vif imaging | NR2E3 ag-1 | TRPM1 prom inh | HIF-2a inh | NR2E3 ag-2 | Peg3 prom inh | Granule exo inh | PDI turbidity | aDG glyco act | CaV13 ICDI inh |
| --- | --- | --- | --- | --- | --- | --- | --- | --- | --- | --- |
| COc1ccc(-c2oc3ccc(N4CCOCC4)cc3c2C#CCO)cc1 | -4.4 | 1.3 | 45.1 | -17.9 | -7.1 | 82.9* | -1.9 | -5.7 | -0.2 | -8.3 |
| Cc1oc(-c2ccc(Cl)cc2)nc1CN1CCC(C(=O)N2CCc3ccccc3C2)CC1 | -2.5 | 0.0 | 22.4 | -32.4 | 8.2 | 79.4* | 30.8 | nt | 0.8 | nt |

Later entries.
SMILES	Vif imaging	NR2E3 ag-1	TRPM1 prom inh	HIF-2a inh	NR2E3 ag-2	Peg3 prom inh	Granule exo inh	hiPSC survival	PDI turbidity	aDG glyco act	CaV13 ICDI inh
COc1ccc2oc(C(=O)NCc3ccccc3CN3CCCC3)c(C)c2c1	3.5	-0.6	nt	7.1	18.8	4.1	-3.8	5.8	-13.3	0.2	-2.1
CCCCCCSc1ccc(-c2nc3ccc(C)cn3c2NCCCC)cc1OC	nt	nt	nt	-134.9	-26.6	nt	11.3	-2.7	nt	0.4	-11.5
CC(=O)Nc1sc2c(c1C#N)CC(C)(C)NC2(C)C	11.7	-4.0	1.4	18.4	-20.2	7.2	-3.4	3.1	0.2	-0.2	-5.1
COCCN(C(=O)Nc1ccccc1)c1ccccc1C	10.7	0.0	3.2	13.0	-10.8	8.8	4.7	-0.3	1.2	0.0	-4.9
O=C1NC(=O)C(=Cc2ccccc2[N+](=O)[O-])S1	-9.8	nt	1.1	-64.1	11.3	-38.6	11.0	-2.1	24.0	0.3	-6.8
O=C(NCCCNCc1ccccc1)c1ccncc1	-8.7	-4.0	-8.9	7.9	4.5	-0.6	-1.6	1.2	-6.4	-0.2	-7.7
CCCCOc1ccc(C(=O)NCC(=O)OCCCOC(=O)CNC(=O)c2ccc(OCCCC)cc2)cc1	nt	nt	nt	-1.2	-4.5	8.7	-5.4	-3.5	-1.8	0.1	-6.7
CCc1nc(Nc2ccncc2)c2oc3ccccc3c2n1	-3.6	-0.6	3.4	47.4*	-15.4	33.5	-8.5	-1.4	6.1	0.3	-6.2
Cn1cccc1Cc1nnc(SCC(=O)N2CCCCCC2)n1-c1ccc(F)cc1	9.5	0.1	-1.9	-8.5	-16.4	8.9	-2.0	0.6	nt	0.3	-4.6
O=S(=O)(NC1CCCCC1Nc1ccccc1)c1ccccc1 (configuration not stated)	-4.0	-0.3	-10.3	10.3	-27.4	17.5	-1.7	0.6	11.4	-0.1	5.4
O=C(C=Cc1ccccn1)c1ccccc1	70.0*	nt	70.2*	-37.7	-78.8	100.7*	11.5	-1.8	8.5	1.0	-5.8
Cc1cccc(N(C)c2cc(C)nc3nc(C)nn23)c1	8.1	1.0	5.1	7.6	-9.7	17.7	-3.6	3.0	nt	0.0	-4.7
Cc1cc(C)cc(NC(=O)CSc2nnc(CN3CCOCC3)n2C)c1	13.0	-2.2	-2.8	-0.1	14.6	6.8	-1.7	-3.2	-6.7	0.0	-4.8
COc1ccccc1NC(=S)NCc1ccc(S(N)(=O)=O)cc1	-2.2	3.9	-5.9	18.2	-19.7	0.6	-0.7	1.0	9.2	-0.2	-3.1
CCOC(=O)N(C)C[C@@H]1OCc2cn(nn2)CCCC(=O)N([C@@H](C)CO)C[C@H]1C	-0.3	nt	nt	0.7	-21.0	6.6	3.3	-0.3	-1.4	0.2	-7.1
N#Cc1c(C(F)(F)F)cc(-c2cccs2)nc1SC(C(=O)O)c1ccccc1 (configuration not stated)	-2.7	1.3	16.8	26.6	19.4	18.9	11.0	0.3	-1.6	0.1	-6.6
CCCCc1nnc(NC(=O)CSc2nc(=O)cc(N)n2-c2cccc(C)c2)s1	-1.7	-0.5	-3.0	12.6	-36.5	-9.3	-1.2	-1.2	-3.6	0.0	-8.4
N/C(=N/O)c1nc(N2CCCC2)nc(N2CCCC2)n1	0.9	nt	17.3	12.5	-17.0	18.2	-2.4	-0.1	-3.0	-0.2	-3.7
